# Source: PubChem (several laboratories)
# MITF TRPM1 inh – inhibitors of MITF-dependent TRPM1 promoter reporter, primary screen, cell-based, SK-MEL-5, single point, luciferase | SK-MEL-5 TRPM1 promoter luciferase, 24 h | inhibition, % at 12.5 µM | hit rate 0.83% among 330,000 | AID 488899, 2010;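 active = mean inhibition across replicates of 60% or more, whatever share of single replicates reaches that level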; note: values of inactives mirror those of a sister screen read the other way
# HIF-2a block – HIF-2a reporter inhibitors, primary screen, luminescence, 786-0 RCC cells | 786-0 RCC cells HIF-2a reporter, luciferase luminescence, overnight | inhibition, % at 18.8 µM | hit rate 0.72% among 360,000;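 active = inhibition of the luminescence signal of 40% or more relative to plate controls, in a single-dose primary screen at 18.75 µM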
# NR2E3 ag-1 – NR2E3 agonists in two-hybrid cells, primary screen, cell-based, luminescence, CHO-S, Gal4-NCOR/VP16-NR2E3. luciferase. inhibition of corepressor binding, % at 3.98 µM. hit rate 0.35% among 360,000. AID 602229, 2012;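 active = inhibition above the mean of all tested compounds plus 3 SD, cut at about 70% in these data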;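 note: 0% = DMSO with NR2E3 transfected cells and 100% = cells lacking NR2E3 construct; higher means lower luciferase signal from less NR2E3 corepressor binding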
# Target sequence (Q9Y5X4 whole entry, looked up, the tested form may be a part): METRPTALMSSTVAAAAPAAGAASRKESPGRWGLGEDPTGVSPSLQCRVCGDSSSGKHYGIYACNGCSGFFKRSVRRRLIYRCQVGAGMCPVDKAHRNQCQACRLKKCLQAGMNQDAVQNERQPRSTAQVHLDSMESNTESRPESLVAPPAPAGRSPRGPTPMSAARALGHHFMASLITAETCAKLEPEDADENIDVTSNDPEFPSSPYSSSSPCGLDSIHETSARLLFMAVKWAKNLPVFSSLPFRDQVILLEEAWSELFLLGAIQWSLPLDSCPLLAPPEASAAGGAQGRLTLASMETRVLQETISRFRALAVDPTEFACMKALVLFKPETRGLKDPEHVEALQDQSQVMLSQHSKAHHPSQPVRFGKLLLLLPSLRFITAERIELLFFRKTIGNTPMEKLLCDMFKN
# KKLEB tox – cytotoxicity in KKLEB CF airway cells, primary screen, cytotoxicity control for CF NF-kB inhibitor project, cell-based, uHTS, fluorescence assay plates. KKLEB CF airway cells viability, ATPlite luminescence, overnight; hits give low values; cells stimulated with P. aeruginosa culture filtrate. activity change (cytotoxicity), % at 5 µM. hit rate 0.36% among 360,000. AID 602141, 2011;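 active = corrected activity change at or below -50% at 5 µM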
# NR2E3 ag-2 – inhibitors of NR2E3-RetCOR corepressor binding, primary screen, NR2E3 agonist project, biochemical, TR-FRET, GST-NR2E3, biotin-RetCOR; 1536-well; hit rate 0.12% among 320,000; AID 2300, 2010; inhibition of corepressor binding, % at 4.78 µM; Photoreceptor-specific nuclear receptor (Homo sapiens), Q9Y5X4;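 active = percent inhibition above the cutoff of mean plus 3 SD of all tested compounds, set per screening campaign, cut at about 20% in these data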;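 note: 0% = DMSO wells and 100% = biotin wells as full block of FRET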
#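 Test system: GST-NR2E3 and biotin-RetCOR proteins | Quantity: 1.35 nM GST-tagged NR2E3 final | Medium: Tris pH 7.5 | Also added: 7 nM biotin-RetCOR | Dosing: Compound at 4.8 µM, single dose | Timing: 5 h at 4 °C | Detection: Time-resolved FRET | Read-out basis: Percent inhibition | Benchmarks: Biotin wells as high control, 0.6% DMSO wells as low control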
# Shn3 3UTR inh – reduction of Shn3 3'UTR firefly luciferase signal, primary screen, Schnurri-3 inhibitor project, cell-based, Clone20 osteoblasts, set 2; inhibition, % at 12.5 µM; hit rate 0.52% among 360,000; Clone20 osteoblast Shn3 3'UTR firefly luciferase, 24 h; AID 588674, 2011;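 active = mean inhibition of at least 75% with every replicate also reaching 75%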;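 note: 0% = median of neutral control wells and 100% = pilot-screen positive control compound; some compounds past the cut are filed as inactive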
# CF NFkB block – inhibitors of PAF-induced NF-kB signaling, primary screen, cell-based, GFP fluorescence, uHTS | KKLEB NF-kB-GFP reporter, GFP fluorescence overnight | inhibition, % at 5 µM | hit rate 0.86% among 360,000 | AID 588850, 2011;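 active = at least 50% inhibition at 5 µM, scaled per plate between neutral and stimulator controls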;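 note: PAF is a Pseudomonas aeruginosa culture filtrate used as stimulus; plate controls were PAF-stimulated DMSO wells for no effect and unstimulated DMSO wells for full effect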
# aDG glyco up – activators of alpha-DG glycosylation, primary screen, uHTS, Pro5-aDG cells, AlphaScreen. alpha-DG glycosylation AlphaScreen (IIH6); 0% Pro5, 100% B10-LARGE cell signal. activation, % at 10 µM. hit rate 0.22% among 360,000. AID 624168, 2012;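 active = activation of at least 8% versus controls, or a plate z-score of at least 8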;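 note: Pro5 are CHO cells carrying HIG-tagged alpha-DG that lacks glycosylation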
# iPSC survival up – enhancers of single-cell hiPSC survival, primary screen, ATPlite luminescence. 100% = ROCK inhibitor wells, 0% = DMSO. survival enhancement, % at 20 µM. hit rate 0.044% among 360,000; in the data active = survival enhancement above about 18%;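 note: cells exposed to compounds for 16 hours before the ATP read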
# Peg3 promoter – Peg3 promoter-driven luciferase inhibitors, primary screen, cell-based, HeLa, luciferase luminescence. HeLa PEG-Prom luciferase reporter, overnight. inhibition, % at 20 µM. hit rate 1.7% among 360,000;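 active = inhibition of at least 50% at 20 µM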
# TWEAK-Fn14 inh – inhibitors of TWEAK-Fn14 signaling, primary screen, luciferase reporter cells, uHTS | TWEAK-stimulated Fn14 reporter cells, luciferase luminescence, 8 h | inhibition, % at 10 µM | hit rate 2% among 360,000 | AID 1159606, 2016; in the data active = inhibition above about 50%
# Active calls of the source: *; nt = no result given.
SMILES,MITF TRPM1 inh,HIF-2a block,NR2E3 ag-1,KKLEB tox,NR2E3 ag-2,Shn3 3UTR inh,CF NFkB block,aDG glyco up,iPSC survival up,Peg3 promoter,TWEAK-Fn14 inh
C=C1CSc2nc3ccccc3c(=O)n21,11,7,-11,-4,-3,1,5,-0.2,-3.9,3,-15
CC(C)c1cc(C(C)C)c(S(=O)(=O)N2CCNCC2)c(C(C)C)c1,7,16,12,1,-6,7,-15,0.2,-0.9,-7,-11
O=C(CN1CCN(S(=O)(=O)N2CCOCC2)CC1)Nc1cc(Cl)cc(Cl)c1,2,14,-29,-26,0,16,-11,0.2,-0.4,1,9
CCN(CC(=O)NCc1cccs1)S(=O)(=O)c1ccc(F)cc1,5,6,-2,14,0,0,-2,-0.1,-0.4,12,3
CCOc1ccc(-c2nn(-c3ccccc3)cc2/C=C2\SC(=S)N(Cc3ccco3)C2=O)cc1,-2,6,10,-1,-1,-9,5,-0.5,13,11,4
Cc1c(Br)c([N+](=O)[O-])nn1CC(=O)Nc1sc2c(c1C(=O)OC(C)C)CCC(C)C2 (stereo not drawn),9,4,-16,10,1,-5,7,-0.2,2.3,13,-17
Cc1cc(C)c2c3c(sc2n1)C(c1ccccc1)C(C#N)=C(N)O3 (stereo not drawn),21,-58,-15,-17,-2,-10,2,2.8,-2.2,-1,-21
CCCOc1ccc(N2C(=O)CC(N(Cc3ccccc3)N=O)C2=O)cc1 (stereo not drawn),nt,18,-7,5,-2,1,-14,-0.2,-0.7,12,-10
C#CCOCCOCCOCCNc1nc(N2CCN(C(=O)[C@H]([C@@H](C)CC)n3cc([C@@H](N)Cc4ccc(O)cc4)nn3)CC2)nc(N2CCN(C(=O)[C@H]([C@@H](C)CC)n3cc([C@@H](N)CC(C)C)nn3)CC2)n1,-7,4,-30,2,1,-7,-5,-0.1,0.5,-4,-6
CC1(C)CC(=O)c2c(O)cc(O)cc2O1,4,4,-6,-4,4,10,3,0.1,-1.0,-7,2
COc1ccccc1C1OCC(C)([N+](=O)[O-])CO1 (stereo not drawn),16,9,-10,16,nt,9,-28,0.1,4.4,-1,5
COc1cc(OC)cc(C(=O)NNC(=O)c2cc(=O)[nH]c3ccccc23)c1,5,5,0,5,1,1,-2,0.0,-0.5,-3,7
NC(=O)CC(NC(=O)Cc1cccc2ccccc12)c1ccc(NC2CCC2)c([N+](=O)[O-])c1 (stereo not drawn),5,4,-31,21,1,-30,-17,0.0,2.0,23,-18
Cc1c(NC(=O)/C(C#N)=C/c2ccc(-c3ccc(Cl)cc3)o2)c(=O)n(-c2ccccc2)n1C,1,-40,28,29,-1,20,-61,2.0,0.4,20,-1
COC(=O)c1ccccc1C(=O)N(c1ccccc1)c1ccccc1,-2,18,2,9,0,4,1,0.2,0.2,13,13

# An excerpt from above, reduced to Shn3 3UTR inh and KKLEB tox:
Molecule	Shn3 3UTR inh	KKLEB tox
Cc1c(Br)c([N+](=O)[O-])nn1CC(=O)Nc1sc2c(c1C(=O)OC(C)C)CCC(C)C2 (stereo not drawn)	-5	10
Cc1cc(C)c2c3c(sc2n1)C(c1ccccc1)C(C#N)=C(N)O3 (stereo not drawn)	-10	-17
CCCOc1ccc(N2C(=O)CC(N(Cc3ccccc3)N=O)C2=O)cc1 (stereo not drawn)	1	5
C#CCOCCOCCOCCNc1nc(N2CCN(C(=O)[C@H]([C@@H](C)CC)n3cc([C@@H](N)Cc4ccc(O)cc4)nn3)CC2)nc(N2CCN(C(=O)[C@H]([C@@H](C)CC)n3cc([C@@H](N)CC(C)C)nn3)CC2)n1	-7	2
CC1(C)CC(=O)c2c(O)cc(O)cc2O1	10	-4
COc1ccccc1C1OCC(C)([N+](=O)[O-])CO1 (stereo not drawn)	9	16
COc1cc(OC)cc(C(=O)NNC(=O)c2cc(=O)[nH]c3ccccc23)c1	1	5

# Continued.
SMILES,MITF TRPM1 inh,HIF-2a block,NR2E3 ag-1,KKLEB tox,NR2E3 ag-2,Shn3 3UTR inh,CF NFkB block,aDG glyco up,iPSC survival up,Peg3 promoter,TWEAK-Fn14 inh
COC(=O)CSc1nnc(-c2ccco2)n1-c1ccc(C)cc1,14,10,-3,5,-1,12,-6,0.0,3.4,-2,2
Cc1cc(C)n2c3c(c(C#N)c2n1)CC(C)(C)OC3,-3,13,6,-6,4,24,8,-0.1,1.8,17,4
CCOC(=O)C(NC(C)=O)(Nc1ccc(S(=O)(=O)Nc2cc(C)nc(C)n2)cc1)C(F)(F)F (stereo not drawn),6,7,-8,1,-2,-27,8,0.3,-0.9,5,1
COc1ccc(NC(=O)C2OC3OC(C)(C)OC3C3OC(C)(C)OC23)cc1 (stereo not drawn),11,-56,5,0,2,-21,-16,-0.2,-2.2,-8,4
COc1ccc(C2CC(=O)c3c(O)cc(O)cc3O2)cc1O (stereo not drawn),-56,-52,-100,7,nt,-38,15,-0.3,1.2,-133,4
NC(=O)c1nsc(C(=O)N(CC(=O)NCc2ccc3c(c2)OCO3)C2CCCCC2)c1N,-23,-39,-25,9,4,nt,-10,0.0,-2.5,-20,-5
CCOC(=O)Cc1csc(NC(=O)CCCc2ccccc2)n1,5,12,20,0,4,2,5,-0.1,-0.4,13,-11
O=C(N/N=C/c1ccc[nH]1)c1ccc(COc2cccc3cccnc23)cc1,46,25,-40,-54*,3,90*,42,0.1,-0.7,89*,85*
Cc1nc2ccccc2c(=O)[nH]1,-2,23,-17,7,3,-7,-2,0.0,-3.2,-8,-4
O=C(CCn1c(=O)c2ccccc2n(CC(=O)NC2CCCC2)c1=O)NCc1ccco1,-4,-7,-30,4,-1,-3,-3,-0.1,1.5,-9,-16
Cc1nnc2c(Oc3ccccc3)nc3ccccc3n12,1,20,-3,2,2,2,-7,0.9,-3.0,9,5
O=C(NC1CC1)c1ccc2nc([C@@H]3O[C@H](CO)[C@H](O)[C@H](O)[C@H]3O)[nH]c2c1,nt,8,7,-7,nt,-6,-5,1.0,-0.8,6,21
N#Cc1c(NC(=O)CSc2nnc(-c3ccco3)n2-c2ccccc2)sc2c1CCC2,12,3,-36,-10,2,-8,6,-0.1,2.1,7,0
CCN(C(=O)COC(=O)CSc1cc(C)c2ccccc2n1)c1ccccc1,11,0,-9,-5,4,2,5,0.2,0.2,-9,6
COc1ccc(C(=O)C(OC(=O)CNC(=O)c2ccco2)c2ccccc2)cc1 (stereo not drawn),5,11,-25,-3,-4,-3,9,0.0,3.4,0,-7

# Part of the list above, reformatted.
mol	MITF TRPM1 inh	HIF-2a block	NR2E3 ag-1	KKLEB tox	NR2E3 ag-2	Shn3 3UTR inh	CF NFkB block	aDG glyco up	iPSC survival up	Peg3 promoter	TWEAK-Fn14 inh
COC(=O)CSc1nnc(-c2ccco2)n1-c1ccc(C)cc1	14	10	-3	5	-1	12	-6	0.0	3.4	-2	2
COc1ccc(NC(=O)C2OC3OC(C)(C)OC3C3OC(C)(C)OC23)cc1 (stereo not drawn)	11	-56	5	0	2	-21	-16	-0.2	-2.2	-8	4

# More results follow.
SMILES,MITF TRPM1 inh,HIF-2a block,NR2E3 ag-1,KKLEB tox,NR2E3 ag-2,Shn3 3UTR inh,CF NFkB block,aDG glyco up,iPSC survival up,Peg3 promoter,TWEAK-Fn14 inh
Clc1ccccc1-c1nc2ccccc2c2nncn12,4,-11,-6,-1,1,-12,12,-0.1,1.3,16,8
COc1cccc(NC(=O)c2cc(CN3C(=O)c4ccccc4C3=O)ccc2OC)c1,10,3,-5,7,-2,12,-26,-0.2,0.0,9,-15
C/C(=N\NC(=S)NCc1ccccc1)c1ccc(Cl)s1,-8,-62,-22,12,0,9,-14,-0.1,-0.3,-36,-12
O=C1CN(S(=O)(=O)c2ccc([N+](=O)[O-])cc2)CC(=O)N1,-8,16,-6,-1,-1,0,3,0.0,-0.5,24,-1
Cc1ccc(/C=C/C(=O)OCC(=O)Nc2cccnc2Cl)cc1,4,-13,-14,8,-6,7,19,-0.2,-3.0,-14,-4
COc1ccc(Cl)cc1NC(=O)C1CC(=O)N(c2ccc(F)cc2)C1 (stereo not drawn),-11,-5,-2,4,-7,1,-5,0.0,4.3,17,-6
Oc1ccc(CNc2ccc(F)cc2)c2cccnc12,15,-16,-11,-17,1,-6,41,0.2,-2.8,27,-1
Clc1ccccc1Nc1ncnc2c1nnn2Cc1ccccc1,-13,-63,-7,9,-2,-4,-9,0.6,-2.8,-22,-6
C=CCc1ccccc1OCC(O)CN1C(=O)c2ccccc2C1=O (stereo not drawn),-8,3,-24,-4,-1,-21,3,-0.1,-0.9,15,-5
CCOc1ccc(C(C)=O)cc1CSc1nnc(N)s1,4,14,-15,6,-1,-7,-23,0.0,0.6,15,-2
CC(CN1CCC(n2nccc2NC(=O)C2CCCC2)CC1)c1ccccc1 (stereo not drawn),-11,3,7,6,-4,-7,4,0.1,1.3,13,-7
Cc1ccc(SCC(=O)NNC(=O)c2ccc(S(C)(=O)=O)cc2)cc1,nt,19,-13,-1,-3,-3,0,-0.1,-0.1,0,3
